SKN-1 inh: blocks SKN-1 activity in C. elegans | C. elegans VP596 Pgst-4::GFP/RFP ratio, acrylamide-induced, 24 h | actives 0.49% (n = 360,000) | inhibition, % at 21.8 µM;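 active = interference check ratio from 0.5 to 1.5 plus GFP to RFP signal ratio inhibition reaching or exceeding a fixed threshold, cut at about 30% in these data, passing the limit was not always enough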; also: some compounds called inactive have numbers as strong as hits
Neddyl block: inhibitors of human cullin neddylation; actives 0.58% (n = 360,000); TR-FRET cullin neddylation, biochemical; calls only at 25 µM; in the data active = inhibition above about 36%
Scp1 inh: Scp-1 (human) phosphatase inhibition | Recombinant Scp1, phosphopeptide, malachite green phosphate absorbance | actives 0.88% (n = 340,000) | inhibition, % at 20 µM;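 active = inhibition above about 50% at 20 µM, limit read from the data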;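 also: plate controls were DMSO wells with enzyme for no effect and wells lacking enzyme for full effect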
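Test system: SCP-1 phosphatase catalytic domain, residues 76-261; measured by: colorimetric phosphate reagent with accelerator and stabiliser, absorbance at 630 nm; timing: enzyme reaction 45 min at room temperature, colour 5 min, stabilisation 30 min; also added: Phosphorylated 17-residue peptide substrate; compound dosing: one concentration, 20 µM, with 1.0% DMSO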
SUMO1 PPI mod: modulators of human SUMO1-mediated protein-protein interactions | P63165 | SUMO1 binding to a labelled peptide, TR-FRET, 1 h | inhibition, % at 20 µM | actives 0.33% (n = 360,000); in the data active = inhibition above about 37%
TbMetRS inhib: Trypanosoma brucei MetRS inhibition. purified T. brucei MetRS, ATP depletion, Kinase-Glo luminescence. inhibition, % at 11.9 µM. actives 0.4% (n = 360,000);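 active = inhibition above a per-plate cutoff of the control wells' mean inhibition plus 3 SD, cut at about 5.5% in these data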;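 also: 0% = DMSO wells median and 100% = median of wells with control inhibitor compound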
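Material: parasite MetRS enzyme / Replication: singlicate, one well per compound / Signal: luminescence of leftover ATP / Schedule: 2 h aminoacylation at 25 °C after 15 min preincubation / Medium: HEPES-MgCl2-KCl buffer plus DTT, spermine, BSA, pyrophosphatase / Doses: 11.9 µM single point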
LMPTP block: LMPTP (human) inhibition. AID 651560. inhibition, % at 20 µM. recombinant LMPTP-A, OMFP fluorogenic substrate, fluorescence intensity. actives 0.22% (n = 360,000). P24666;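 active = compounds that cut the enzyme signal by at least half of the control window in the single-dose screen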;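 also: plate controls were DMSO wells with enzyme plus substrate for no effect and substrate without enzyme for full effect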
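Test system – LMPTP-A phosphatase enzyme · Quantity – 0.625 nM LMPTP-A final · Reagent – OMFP substrate, 400 µM final · Dosing – one test concentration per compound, 20 µM, with 3% DMSO overall · Timing – 50 min enzyme reaction at room temperature, protected from light · Detection – fluorescence intensity · Controls – substrate-only low control, DMSO enzyme-plus-substrate high control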
NadD block: inhibitors of Staphylococcus aureus NadD. inhibition, % at 20 µM. actives 0.78% (n = 360,000). purified NadD enzyme, colorimetric absorbance read-out. AID 602399; in the data active = inhibition above about 26%; also: some compounds past the cut are filed as inactive
DNMT1 inh: blocks human DNA methyltransferase DNMT1; P26358; DNMT1 molecular beacon, Hinp1I cleavage, fluorescence; inhibition (reported as % activation of signal), % at 10 µM; actives 0.83% (n = 360,000); in the data active = inhibition above about 50%
STEP block: inhibitors of human striatal-enriched phosphatase STEP | recombinant STEP, OMFP fluorogenic substrate, fluorescence | P54829 | inhibition, % at 20 µM | AID 588621 | actives 0.25% (n = 360,000);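 active = inhibition at 20 µM, scaled per plate between control wells, above about 37%, limit read from the data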;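 also: 0% = DMSO with enzyme and substrate and 100% = substrate only without enzyme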
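material = STEP tyrosine phosphatase | reagent = fluorogenic phosphatase substrate OMFP at 25 µM final | doses = single compound dose of 20 µM, 1% DMSO final | schedule = 20 min reaction, room temperature, in the dark | measured by = fluorescence, 480/540 nm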
CendR NRP1 mod: alters CendR peptide binding to human NRP-1. inhibition, % at 25 µM. AID 602438. O14786. FAM-RPARPAR peptide binding to NRP-1, fluorescence polarization. actives 0.85% (n = 360,000);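 active = inhibition or corrected inhibition above about 18%, plus a signal ratio from 0.5 to 1.5, limit read from the data, passing the limit was not always enough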; also: strong numbers were not always called active
Target sequence (O14786 whole entry, looked up): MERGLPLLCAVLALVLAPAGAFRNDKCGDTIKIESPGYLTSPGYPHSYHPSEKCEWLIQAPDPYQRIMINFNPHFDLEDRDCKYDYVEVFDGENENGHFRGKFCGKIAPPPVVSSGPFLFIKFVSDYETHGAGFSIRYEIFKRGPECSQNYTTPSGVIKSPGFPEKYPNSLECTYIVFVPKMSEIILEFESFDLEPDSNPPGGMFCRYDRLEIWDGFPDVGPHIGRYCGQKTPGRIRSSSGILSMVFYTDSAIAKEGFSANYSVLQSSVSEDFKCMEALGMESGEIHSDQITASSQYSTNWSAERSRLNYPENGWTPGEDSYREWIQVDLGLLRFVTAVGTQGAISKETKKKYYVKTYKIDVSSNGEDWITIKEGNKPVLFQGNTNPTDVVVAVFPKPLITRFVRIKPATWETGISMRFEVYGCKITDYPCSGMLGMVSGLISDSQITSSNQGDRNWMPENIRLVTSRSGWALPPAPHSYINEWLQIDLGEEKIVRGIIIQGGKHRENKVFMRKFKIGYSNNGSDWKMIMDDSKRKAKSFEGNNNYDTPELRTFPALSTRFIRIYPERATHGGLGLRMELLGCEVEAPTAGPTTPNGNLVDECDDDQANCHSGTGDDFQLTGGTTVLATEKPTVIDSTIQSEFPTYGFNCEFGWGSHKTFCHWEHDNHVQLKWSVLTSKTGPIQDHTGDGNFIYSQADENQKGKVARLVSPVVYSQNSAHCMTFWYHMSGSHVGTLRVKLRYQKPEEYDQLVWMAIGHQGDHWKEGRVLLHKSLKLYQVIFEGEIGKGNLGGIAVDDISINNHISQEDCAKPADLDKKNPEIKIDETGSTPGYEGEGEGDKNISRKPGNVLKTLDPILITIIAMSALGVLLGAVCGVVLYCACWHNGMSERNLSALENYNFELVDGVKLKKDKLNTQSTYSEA
Active calls of the source: *; i = inactive; / = not tested or not shown.

mol,SKN-1 inh,Neddyl block,Scp1 inh,SUMO1 PPI mod,TbMetRS inhib,LMPTP block,NadD block,DNMT1 inh,STEP block,CendR NRP1 mod
CC(C)NC(=O)N(C)C[C@@H]1Oc2ccc(NC(=O)CCN3CCOCC3)cc2CC(=O)N([C@@H](C)CO)C[C@@H]1C,8,i,52*,4,-0.3,-1.9,-3,5,-1,-48
Cc1nn2c(NCCCn3ccnc3)cc(C(C)C)nc2c1-c1ccccc1,3,/,-1,10,-0.7,1.9,5,5,1,11
COc1ccc(C2=[N+](C)CCn3cccc32)c(OC)c1,5,i,103*,-1,-0.1,0.1,19,3,2,0
C=CCNC(=O)CSc1ccc(Cl)cc1,12,i,-6,3,0.2,-0.7,-1,-1,-2,-2
CCCCn1c(N)c(N(CCOC)C(=O)COC(=O)c2cc(CCC)c(C)s2)c(=O)[nH]c1=O,12,i,2,1,-0.4,-1.3,2,1,1,11
COc1ccccc1C(=O)N/C(=C/c1ccc(Br)cc1)C(=O)N1CCOCC1,9,i,/,3,-0.2,-0.3,-3,4,-1,0
CCN1CCCC1CNC(=O)c1cc2c(=O)n(C)c3ccccc3c2n1C (centres undefined),-1,i,2,46*,-0.8,22,18,8,4,1
COC(=O)c1ccccc1S(=O)(=O)N1CCC(C(=O)OCC(=O)NC2CCCCC2C)CC1 (centres undefined),0,i,-2,5,-0.5,-1.6,-3,-2,-1,1
Cc1ccccc1C1=NC(C(F)(F)F)(C(F)(F)F)c2c(n(-c3ccc(F)cc3)c(=O)[nH]c2=O)N1,9,i,-7,-1,0.0,-1.9,-2,2,-4,-19
CN(C1CCCC1)C1CCN(C(=O)CNC(=O)/C=C/c2cccc(C(F)(F)F)c2)CC1,0,i,0,1,0.5,-2.1,-8,1,-1,-6
COc1ccc(C(=O)COC(=O)C(CC(C)C)N2C(=O)c3ccccc3C2=O)cc1 (centres undefined),-11,i,-17,-2,-0.9,2.3,-11,0,4,-10
COc1ccc(NS(=O)(=O)c2cccc(C(=O)NCCCN3CCCC3=O)c2)cc1,21,i,1,0,-0.3,-1.3,3,15,5,-16
COc1ccc(OC)c(S(=O)(=O)Nc2ccccc2C(F)(F)F)c1,-11,i,-2,3,-0.4,-0.4,-6,2,2,-3
COc1ccccc1N1CN(Cc2ccccc2)CNC1=S,10,i,-5,15,-0.1,-1.6,-2,5,3,8
CCN(CC(=O)Nc1ccccc1C(F)(F)F)CC(=O)NC1CC1,15,i,-6,-4,-0.1,-1.8,6,8,-3,5
COc1ccc(NC(=O)c2ccc(=O)[nH]c2)cc1S(=O)(=O)N1CCOCC1,-1,i,1,1,-0.3,-0.6,-1,-1,-1,2
O=C(Nc1cccnc1Cl)c1cccc(S(=O)(=O)N2CCOCC2)c1,7,i,-5,1,0.0,-1.6,-2,2,-3,2
COc1cc2c(cc1OC)C(O)=CC(=O)C2=O,-1,i,/,-31,0.2,0.1,2,-8,5,2
COc1ccc(/C=C/C(=O)C2(O)CCCCC2)cc1OC,-7,i,-10,-1,-0.9,0.3,-1,8,-1,-6
CCCC(=O)Nc1cc(OC)c(NC(=S)Nc2cccc(C)c2)cc1OC,9,i,/,2,0.8,-0.3,4,1,-2,-4
Cc1ccc(C(C)C)c(OCCN(C)C)c1,4,i,-8,2,-0.5,-2.0,-5,4,-2,1
C/C(CC(=O)Nc1cccc(C(F)(F)F)c1)=N\NC(=O)C1CCCCC1,-2,i,-10,-4,1.9,-0.4,10,3,-3,8
O=C(NCC1COc2ccccc2O1)c1cc2ccccc2o1 (centres undefined),25,i,-10,-1,-0.1,-2.7,-4,-15,1,12
O=C(/C=C/[C@H]1O[C@@H](n2cnc3c(NC(=O)c4ccccc4)ncnc32)[C@H](O)[C@@H]1O)NCc1ccc2c(c1)OCO2,15,i,/,4,0.6,-1.2,-1,-3,-1,5

Entries of single compounds from above:
O=C(Nc1cccnc1Cl)c1cccc(S(=O)(=O)N2CCOCC2)c1 is listed with SKN-1 inh: 7; Neddyl block: i; Scp1 inh: -5; SUMO1 PPI mod: 1; TbMetRS inhib: 0.0; LMPTP block: -1.6; NadD block: -2; DNMT1 inh: 2; STEP block: -3; CendR NRP1 mod: 2
COc1ccc(/C=C/C(=O)C2(O)CCCCC2)cc1OC is listed with SKN-1 inh: -7; Neddyl block: i; Scp1 inh: -10; SUMO1 PPI mod: -1; TbMetRS inhib: -0.9; LMPTP block: 0.3; NadD block: -1; DNMT1 inh: 8; STEP block: -1; CendR NRP1 mod: -6

Copied from the list.
For SUMO1 PPI mod, `COc1ccccc1N1CN(Cc2ccccc2)CNC1=S` is entered as 15
For STEP block, `O=C(/C=C/[C@H]1O[C@@H](n2cnc3c(NC(=O)c4ccccc4)ncnc32)[C@H](O)[C@@H]1O)NCc1ccc2c(c1)OCO2` is entered as -1

Next structures:
mol,SKN-1 inh,Neddyl block,Scp1 inh,SUMO1 PPI mod,TbMetRS inhib,LMPTP block,NadD block,DNMT1 inh,STEP block,CendR NRP1 mod
Cc1ccc(C)c(OCC(=O)O/N=C(\N)c2cccnc2)c1,-16,i,1,-3,-0.4,-0.8,-4,-1,2,-8
CCOC(=O)C1CCN(C(=O)CN(c2cc(OC)ccc2OC)S(=O)(=O)c2ccccc2)CC1,1,i,-5,1,-0.6,-1.5,-9,1,6,7
COc1ccc(C2c3cc(OC)c(OC)cc3CCN2C(=O)c2ccccc2)cc1OC (centres undefined),9,i,0,-1,-1.6,-0.2,0,-6,4,-7
CN1CCN(CCCNC(=O)Cn2ncc3c4ccccc4n(C)c3c2=O)CC1,-16,i,-7,1,-0.4,-6.8,-3,4,-1,8
CCC(=O)N(C)CCc1cc2c(c(OC)c1/C=N/NC(=O)c1ccccc1O)OCO2,13,i,-8,2,0.5,-1.0,-1,-3,-1,-8
CCOC(=O)c1nnc(-c2ccc(C)cc2)nc1Sc1ccccc1Cl,-3,i,-4,-25,-0.8,3.4,-5,11,3,-3
CN(C)/C=C/C(=O)c1cnc(-c2ccccc2)s1,8,i,-7,-12,0.3,-0.8,1,7,2,-6
O=C(NCCN1CCN(Cc2ccccc2)CC1)c1cc2c(=O)[nH]c3ccccc3c2s1,1,i,-4,-11,-0.5,10.0,12,-2,-3,-18
O=C(COC(=O)C1=COCCO1)Nc1ncc(Cl)cc1Cl,-2,i,32,13,0.1,0.6,-3,2,0,-21
CC(C)Oc1cc(NC(=O)CSCC(=O)Nc2cccc(C(F)(F)F)c2)c(Cl)cc1Cl,2,i,-11,2,-0.2,3.4,-3,-5,-3,7
CC(NC(=O)c1ccccc1F)c1nnc(SCC(=O)Nc2nnc(C3CC3)s2)n1C (centres undefined),13,i,-3,0,-0.4,-0.3,2,0,-1,4
Cc1ccc(N2C(=O)C(Cl)=C(N3CCCCCC3)C2=O)c(C)c1,-14,i,-6,-31,-0.1,1.7,-9,2,36,4
COc1ccccc1N1CCN(Cc2ccsc2)CC1,-4,i,-4,3,-1.2,-1.2,0,2,-2,-7
COc1ccc(SC[C@H](Cc2ccccc2)N2CCN(CCc3ccccc3)CCC2=O)cc1,8,i,3,13,-0.3,1.8,-5,-5,2,6
C=CCN=C1N[C@@H](c2ccccc2)C(C(=O)OC)=C(C)N1CC,6,i,3,0,0.1,-2.2,2,6,0,22
COCCNC(=O)c1ccccc1NC(=O)C1COc2ccccc2O1 (centres undefined),7,i,-4,-3,-0.8,-0.9,5,3,-2,-2
O=C(c1ccccc1)c1cn[nH]c1-c1ccccc1O,9,i,3,0,-0.8,-2.4,5,-1,2,9
CCN(CC)C(=O)N1CCN(S(=O)(=O)c2c(C)cc(C)cc2C)CC1,5,i,11,-2,-1.3,1.6,-3,1,0,3
CCOCC(=O)Nc1nnc(Cc2ccc(OC)c(OC)c2)s1,2,i,0,7,-1.9,-0.7,2,0,0,-18
CC(C)c1ccccc1NC1=CC(=O)CC(C)(C)C1,7,i,-5,-6,-0.9,-1.7,-4,5,2,-4
CC(=O)c1c(C)[nH]c(C(=O)Nc2cccc(C(F)(F)F)c2)c1C,17,i,-7,-7,-0.6,1.5,0,5,1,18
COC(=O)c1ccc(Cn2nnc3c(=O)[nH]c(C4CCCN(S(=O)(=O)c5ccccc5Cl)C4)nc32)cc1 (centres undefined),2,i,-5,7,0.0,3.9,26,-7,3,9

Ordered by value in LMPTP block (lowest first): three from the list above.
SMILES	LMPTP block
COCCNC(=O)c1ccccc1NC(=O)C1COc2ccccc2O1 (centres undefined)	-0.9
CC(=O)c1c(C)[nH]c(C(=O)Nc2cccc(C(F)(F)F)c2)c1C	1.5
CCN(CC)C(=O)N1CCN(S(=O)(=O)c2c(C)cc(C)cc2C)CC1	1.6

SUMO1 PPI mod: hit marks shown above.
mol,SKN-1 inh,Neddyl block,Scp1 inh,SUMO1 PPI mod,TbMetRS inhib,LMPTP block,NadD block,DNMT1 inh,STEP block,CendR NRP1 mod
CCN1CCCC1CNC(=O)c1cc2c(=O)n(C)c3ccccc3c2n1C (centres undefined),-1,i,2,46*,-0.8,22,18,8,4,1
